# Screening data: PubChem BioAssay, several laboratories
# PPARg SRC-3 ag – PPARgamma agonists recruiting SRC-3 coactivator, primary screen, biochemical; activation, % at 8 µM; hit rate 0.26% among 200,000; biochemical PPARgamma/SRC-3 coactivator recruitment assay; Peroxisome proliferator-activated receptor gamma (Homo sapiens), P37231; in the data active = activation above about 23%;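 note: 0% = DMSO and 100% = reference agonist; some compounds past the cut are filed as inactive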
# Target sequence (P37231 whole entry, looked up): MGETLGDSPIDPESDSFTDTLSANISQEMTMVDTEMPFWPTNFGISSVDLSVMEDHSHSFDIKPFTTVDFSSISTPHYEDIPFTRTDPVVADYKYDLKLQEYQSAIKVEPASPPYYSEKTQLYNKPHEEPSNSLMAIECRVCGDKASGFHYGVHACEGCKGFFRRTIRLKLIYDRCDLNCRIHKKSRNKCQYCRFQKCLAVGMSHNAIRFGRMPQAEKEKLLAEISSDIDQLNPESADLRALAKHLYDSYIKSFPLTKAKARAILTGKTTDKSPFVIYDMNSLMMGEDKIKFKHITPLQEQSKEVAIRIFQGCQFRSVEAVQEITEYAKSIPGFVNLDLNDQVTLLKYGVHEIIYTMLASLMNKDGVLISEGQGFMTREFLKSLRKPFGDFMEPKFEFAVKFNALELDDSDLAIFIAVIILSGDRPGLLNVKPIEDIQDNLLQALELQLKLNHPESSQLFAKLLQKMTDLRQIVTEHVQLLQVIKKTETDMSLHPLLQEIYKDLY
# PPARg SRC-1 ag – PPARgamma agonists recruiting SRC-1 coactivator, primary screen, biochemical; Peroxisome proliferator-activated receptor gamma (Homo sapiens), P37231; PPARgamma-SRC-1 coactivator recruitment biochemical assay; activation, % at 8 µM; hit rate 0.41% among 200,000; AID 631, 2007; in the data active = activation above about 19%;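 note: 0% = DMSO and 100% = reference agonist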
# ROMK mod – ROMK potassium channel modulators, primary screen, cell-based, thallium flux, MLSMR library | ATP-sensitive inward rectifier potassium channel 1 (Homo sapiens), P48048 | Tet-inducible ROMK, thallium flux fluorescence; actives lie on both sides | B-score at 10 µM | hit rate 2% among 130,000 | AID 1918, 2009;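 active = signal ratio slope over the read window, or its plate-corrected B-score, at least 3 SD from the plate mean, either direction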;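 note: B-score of the F/F0 ratio slope over 7 to 12 s after thallium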
# Target sequence (P48048 whole entry, looked up): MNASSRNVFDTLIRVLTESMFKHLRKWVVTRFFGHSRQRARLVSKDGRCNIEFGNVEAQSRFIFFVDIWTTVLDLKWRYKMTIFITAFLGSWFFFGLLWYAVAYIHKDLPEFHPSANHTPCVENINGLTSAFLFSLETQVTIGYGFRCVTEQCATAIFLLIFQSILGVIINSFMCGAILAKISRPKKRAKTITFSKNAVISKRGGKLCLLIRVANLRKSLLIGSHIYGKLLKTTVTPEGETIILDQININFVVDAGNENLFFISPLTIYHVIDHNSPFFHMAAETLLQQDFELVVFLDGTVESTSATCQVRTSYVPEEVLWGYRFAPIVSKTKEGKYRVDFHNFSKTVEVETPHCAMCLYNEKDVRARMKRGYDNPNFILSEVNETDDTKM
# Redox H2O2 prof – compounds producing H2O2 with reducing agent – biochemical, NIH compound library profiling, artefact control for MLSCN library redox annotation, primary screen; activation, % at 10 µM; hit rate 0.03% among 200,000; DTT-dependent redox cycling H2O2, phenol red/HRP absorbance; 100% = 100 µM peroxide control, 0% = buffer; AID 878, 2007;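 active = activation of at least 50% relative to the plate's high and low controls in the primary single-dose screen; inactive = activation below 50%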;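 note: compound incubated with DTT at 0.8 mM final as the reducing agent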
# PPARg SRC-2 ag – agonists of PPARg-SRC-2 recruitment, primary screen, biochemical, HTS | Peroxisome proliferator-activated receptor gamma (Homo sapiens), P37231 | PPARgamma LBD-SRC-2 recruitment | activation, % at 8 µM | hit rate 0.34% among 200,000; in the data active = activation above about 22%;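 note: 0% = vehicle and 100% = reference agonist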
# RAM network inh – inhibitors of the yeast RAM network, primary screen, dse1pr::URA3 reporter, 5-FOA selection | inhibition, % at 50 µM | hit rate 1.8% among 190,000 | AID 868, 2007 | S. cerevisiae dse1pr::URA3 reporter, 5-FOA growth OD615, 2 d; analog-sensitive cbk1-as2 kinase mutant strain;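 active = inhibition above a set limit, 3 SD over mean compound inhibition, cut at about 8.4% in these data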;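 note: 0% = DMSO-only wells with no growth and 100% = 10 µM 1-NA-PP1 full growth; inhibition rescues growth on 5-FOA so higher OD means more RAM inhibition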
# Lmaj promast – Leishmania major promastigote growth inhibition, primary screen | hit rate 9% among 200,000 | inhibition, % at 10 µM | Leishmania major promastigotes, resazurin fluorescence viability; in the data active = inhibition above about 50%;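 note: promastigotes grown with compound for 44 hours at 28 °C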
# HMGR II inh – inhibitors of E. faecalis class II HMGR, primary screen, biochemical, Enterococcus faecalis. AID 1066, 2008. inhibition, % at 10 µM. HMG-CoA reductase (Enterococcus faecalis, mvaE). hit rate 0.41% among 190,000. purified E. faecalis HMGR, NADPH absorbance 340 nm kinetic;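 active = inhibition above a set limit, the median over all tested compounds plus 3 SD, cut at about 9.5% in these data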;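 note: enzyme runs in reverse so mevalonate oxidation gives rising NADPH absorbance; 0% = complete reaction with DMSO and 100% = background rate lacking mevalonate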
# S1P3 antag – S1P3 receptor antagonists, primary screen, cell-based | Sphingosine 1-phosphate receptor 3 (Homo sapiens), Q99500 | CHO S1P3 NFAT-BLA reporter, FRET fluorescence, antagonist mode | inhibition, % at 4.98 µM | hit rate 0.27% among 170,000 | AID 485, 2006;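 active = inhibition above the plate cutoff, the mean inhibition of test wells on that plate plus 3 SD, cut at about 28% in these data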;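 note: cells challenged with S1P at its EC80 of 0.8 µM; blue over green emission ratio from cleaved BLA substrate after 4 h stimulation; 0% = S1P-stimulated wells and 100% = unstimulated DMSO-only wells; some compounds past the cut are filed as inactive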
# TR-FRET SRC-2 ct – TR-FRET signal artefacts, primary screen, artefact control for PPARgamma SRC-2 agonist project, biochemical | TR-FRET artefact counter-screen; active compounds read high | TR-FRET ratio at 8 µM | hit rate 0.4% among 200,000 | AID 1049, 2008; in the data active = TR-FRET ratio above about 2000; note: inactives centre near 1500
# bIAP inh – bovine intestinal alkaline phosphatase inhibitors, primary screen, selectivity assay for TNAP inhibitor project, biochemical, bovine IAP, CDP-star luminescence | 190,000 tested, under 10 active | purified bovine IAP, 30 min | AID 1019, 2008 | alkaline phosphatase, intestinal [Bos taurus] | inhibition, % at 20 µM;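 active = over 50% inhibition of intestinal alkaline phosphatase at 20 µM in the single-dose screen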
#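 System: Purified bovine intestinal alkaline phosphatase (IAP) enzyme | Input: IAP diluted 1/65,000,000 in the well | Also added: CDP-star chemiluminescent phosphatase substrate, 30 µM final | Dosing: 20 µM single dose | Times: Enzyme reaction for 30 min at room temperature | Detection: Luminescence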
# * hit, by the source's call; / = not tested or not shown.
SMILES,PPARg SRC-3 ag,PPARg SRC-1 ag,ROMK mod,Redox H2O2 prof,PPARg SRC-2 ag,RAM network inh,Lmaj promast,HMGR II inh,S1P3 antag,TR-FRET SRC-2 ct,bIAP inh
CC(=O)Cc1nsc(Nc2ccc3c(c2)OCCO3)n1,-3.2,10.6,-0.147,2.1,1.9,-0.9,-8.0,-7.2,/,1469,1.8
Cc1cc2c(ncn2C)c(NS(=O)(=O)c2cc(Cl)ccc2Cl)c1C,-13.2,3.0,/,1.6,-3.5,0.5,0.8,1.4,/,1524,11.2
Fc1ccccc1-c1nc(-c2ccccc2)no1,3.0,-0.7,/,1.7,2.5,1.9,-1.8,-0.3,-0.7,1513,9.8
CCS(=O)(=O)N1CCC(C(=O)NCc2ccccc2OC)CC1,2.8,6.4,/,1.9,9.2,1.8,0.0,-7.1,-35.4,1387,8.8
Nc1nc(-c2cccnc2)nn1C(=O)Cc1ccccc1,4.3,-2.5,/,2.6,5.8,0.9,-5.5,-2.5,-22.4,1579,2.2
COc1cc(NC(=O)c2cccs2)c(C(=O)OCC(=O)NCc2ccco2)cc1OC,6.5,3.1,/,-2.3,10.0,4.0,-5.4,-4.3,-44.6,1775,8.9
Cc1ccc(CNC(=O)CSc2nc3ccsc3c(=O)n2NC(=O)c2ccccc2)cc1,7.7,1.0,/,2.1,5.4,0.9,-11.0,-1.8,/,1619,3.4
COc1cccc(C(=O)Nc2nc3c(s2)CN(C)CC3)c1,10.6,0.7,/,1.8,1.3,0.8,5.2,-2.6,/,1730,-2.3
O=C(N/N=C/c1ccccn1)c1cc(-c2ccccc2Cl)n[nH]1,-1.7,-10.3,0.914,-0.1,-5.0,2.7,47.5,-5.3,-5.3,1468,-13.3
Cc1nn(CCCC(=O)NCc2ccc(Cl)cc2)c(C)c1[N+](=O)[O-],3.2,-4.5,-0.553,0.2,-4.9,0.7,-8.8,-3.0,10.9,1357,11.5
O=C(NCCN1CCOCC1)c1ccc(CS(=O)(=O)c2ccc(Cl)cc2)o1,-6.8,2.6,/,3.9,-2.4,0.8,-1.8,1.8,-14.2,1481,-4.1
CC(C)(C)C1(C)OC(=O)C(=Cc2ccc(OCC(=O)Nc3ccccc3)cc2)C(=O)O1 (stereo not drawn),4.6,1.1,-0.79,0.1,1.9,-0.5,-4.8,-1.0,-3.7,1424,14.9
CCN(CC)S(=O)(=O)c1ccc(N2CCN(CCO)CC2)nc1,-4.5,0.1,-0.016,0.0,-0.8,-0.1,8.1,0.3,6.4,1451,13.0
COc1cc2c(cc1NC(=O)Cn1cnc3c1c(=O)n(C)c(=O)n3C)oc1ccccc12,-4.0,-5.6,/,1.9,-4.9,3.1,-0.7,-5.0,-20.4,1269,-0.4
CCOc1ccc(NC(=O)C2CCCCN2S(=O)(=O)c2ccccc2)cc1 (stereo not drawn),-4.0,2.0,0.987,0.1,-1.9,0.2,33.7,-5.0,/,1408,7.2
CCN(C(=O)CN1CCN(c2ccccc2OC)CC1)c1c(N)n(Cc2ccccc2)c(=O)[nH]c1=O,-6.3,5.1,-0.037,1.3,1.7,1.2,-3.0,-0.9,-44.5,1649,-7.6
COc1ccc(/C=C/C(=O)c2c(O)cc(C)oc2=O)c(OC)c1,4.0,-4.1,/,1.7,-4.5,7.3,0.7,1.1,/,1505,5.2
NC(=O)NOCc1ccc(F)cc1Cl,-1.0,3.2,/,-1.0,0.5,1.9,-5.4,-1.9,-11.3,1517,-0.3
Cc1cc[n+](C2=C([O-])c3ccccc3C(=O)/C2=N\S(=O)(=O)c2cccs2)cc1C,0.9,1.8,/,2.2,9.4,1.1,24.7,-3.2,-10.2,1687,-2.0
COc1ccc(CCCc2nnc(SCC(=O)Nc3cc(C)ccc3C)o2)cc1,3.2,6.5,-1.16,0.3,4.4,7.4,5.3,-3.9,/,1455,8.5
Cc1ccc(NC(=O)c2cc3nc(C)cc(C)n3n2)cc1,5.9,5.1,/,0.2,10.8,1.8,-2.5,-3.4,/,1575,0.1
COc1cc(C2C(C(=O)c3ccc(C)o3)=C(O)C(=O)N2CCc2ccccc2)ccc1O (stereo not drawn),2.5,4.9,/,1.0,0.2,9.5*,-9.9,-7.2,/,1525,-0.8
O=C(c1ccccc1)C1C(=O)c2ccccc2C1=O,-0.7,4.5,/,-0.5,7.1,-1.4,-5.0,-2.7,-29.3,1479,19.5
O=C(O)c1cc(N/N=C/c2cccs2)ccc1Cl,-3.3,-4.2,-0.337,-0.4,3.0,-0.6,-12.3,-2.2,-4.8,1419,-0.6
CCONC(=O)Nc1ccccc1,-1.1,-0.7,/,0.3,2.5,-2.7,-7.7,-4.2,-21.3,1461,-16.8
COC(=O)c1ccccc1NC1CC(=O)N(c2c(C)cccc2C)C1=O (stereo not drawn),-6.2,-0.1,-0.757,0.0,0.5,0.8,2.4,-3.9,/,1440,0.3
CCn1ncc(C2=NOC(C(=O)Nc3cccnc3)C2)c1C (stereo not drawn),0.8,1.3,/,-2.3,-2.3,2.1,-7.6,1.6,6.1,1525,1.9
O=C(/C=C/c1ccc(OCc2cccc(Cl)c2)cc1)N1CCOCC1,-0.4,6.9,-0.207,-1.3,-8.7,-0.6,11.6,-5.5,-8.7,1731,-0.8
COc1ccc(/C=C/C(=O)Nc2ccc(-n3nncc3-c3ccc(OC)c(OC)c3)cc2)cc1OC,2.0,0.1,1.44,0.9,3.7,5.9,27.2,-0.4,8.9,1558,-3.2
C=CCNC(=O)Nc1cc(Cl)ccc1OC,1.6,6.9,-1.5,0.3,0.2,1.1,7.7,2.1,-8.3,1617,3.5
COc1cccc(N2CCN(C(=O)c3[nH]c(C)c(C(C)=O)c3C)CC2)c1,-0.3,5.4,/,-0.6,4.5,0.3,-1.4,-2.0,0.7,1574,1.7
COc1cccc(C(=O)Oc2ccc3c(C)cc(=O)oc3c2C(C)=O)c1,-0.3,1.2,-0.0342,0.2,6.5,0.8,-9.2,-5.7,-14.3,1578,-10.4
COc1ccc(C(CC(=O)O)NC(=O)c2sc3ccccc3c2Cl)cc1 (stereo not drawn),3.6,7.2,/,0.5,7.9,4.0,-3.3,-0.3,-27.8,1634,9.1
COc1ccc(-c2noc(-c3ccccc3C(=O)NCc3ccco3)n2)cc1OC,-5.0,-6.1,/,0.2,5.7,3.1,8.3,-7.4,-16.1,1528,2.4
O=C(Cn1c(=S)[nH]c2ccccc2c1=O)N1CCN(c2ccc(F)cc2)CC1,4.8,0.5,-0.226,-0.2,9.6,4.7,-10.2,-5.5,-3.2,1543,-1.4
COC(=O)c1ccc(N(C(=O)CNC(=O)c2ccco2)C(C(=O)NC2CCCC2)c2ccco2)cc1 (stereo not drawn),-3.7,3.3,/,1.6,7.3,6.3,-7.0,2.0,/,1649,-1.1
CC(C)C(=O)Nc1ccc(Sc2ccc(F)cc2)cc1,3.2,3.3,/,1.2,3.9,0.7,0.1,-1.8,/,1742,-3.5
CCOc1ccc(-n2c(O)c(/C=N/c3ccnn3Cc3ccncc3)c3ccccc3c2=O)cc1,1.1,-1.1,-0.31,-0.7,4.8,0.9,-3.5,-2.0,3.8,1588,-4.3
Cn1c(=O)c2c(nc(N3CCN(Cc4ccccc4)CC3)n2CC(=O)c2ccccc2)n(C)c1=O,5.8,1.7,0.466,1.0,3.2,/,6.0,/,/,1549,/
CCN(CCNC(=O)C1CCN(Cc2nc(-c3cccc(Cl)c3)oc2C)CC1)c1ccccc1,1.9,10.2,/,1.1,3.7,-0.2,32.7,0.5,8.7,1567,-187.3
Clc1ccc(-c2nc(NCCN3CCOCC3)c3ccccc3n2)cc1,2.0,-4.1,/,1.7,5.0,1.3,61.9*,-13.4,7.0,1431,-0.9
CC1CCN(C(=O)CSc2nnc(Cc3cccn3C)n2-c2ccc(F)cc2)CC1,-0.7,3.7,/,-0.1,-1.6,1.6,-4.3,-9.5,-27.3,1611,9.3
COC(=O)CN1C(=O)C2(C(C#N)=C(N)Oc3ccccc32)C2=C1CC(C)(C)CC2=O (stereo not drawn),5.5,-0.9,-0.15,-0.2,1.7,0.7,-1.0,-0.1,/,1621,6.5
CCOc1cc(/C=C2/N=C(C)C(C(=O)OC)=C2O)ccc1O,12.2,11.3,-0.612,-0.4,8.2,1.6,11.1,-0.3,7.2,1689,/
COCCN1C(=O)c2oc3c(C)cc(C)cc3c(=O)c2C1c1cccc(O)c1 (stereo not drawn),0.0,2.5,/,2.8,-0.3,1.3,37.6,-1.4,-8.7,1451,-6.8
Cc1cccc(NC(=O)CSc2nsc(SCC(=O)Nc3cccc(C)c3)c2C#N)c1,6.2,-1.4,0.389,0.1,-1.3,1.3,68.9*,-3.7,-5.8,1606,-3.1
Cc1ccc(NC(=O)Cc2ccc(-n3cccc3)cc2)c(C)c1,3.9,-3.7,0.786,0.4,-2.9,1.9,38.7,-4.1,-4.5,1581,-23.0
Cc1ccc(/C=C/C(=O)Nc2ccc([N+](=O)[O-])c(NC(=O)/C=C/c3ccc(C)o3)c2)o1,-3.7,-3.8,0.6,0.2,10.5,2.7,0.0,-1.8,8.8,1483,8.3
Cc1noc(C)c1COC(=O)c1ccc2c(c1)S(=O)(=O)c1ccccc1C2=O,-5.5,0.2,/,2.0,3.2,2.8,-9.8,-2.2,5.1,1443,2.3
COc1ccc(Oc2ccc(/C=C/C(=O)c3ccc(O)cc3)cc2[N+](=O)[O-])cc1,0.6,6.3,-0.524,-0.4,4.2,11.1*,100.2*,-3.0,8.8,1801,1.4
CCOc1ccccc1C(=O)OCC(=O)Nc1ncc(C(F)(F)F)cc1Cl,-11.6,0.7,-0.743,0.2,3.4,-0.5,-6.5,3.7,/,1342,0.2
Cc1cccc(C(=O)N[C@H](C(=O)OCC(=O)NC(=O)c2cccn2C)C(C)C)c1,0.7,-5.3,-0.41,4.0,-4.3,-0.1,-4.7,-4.0,-1.5,1525,13.8
C=CCn1c(SCC(=O)Nc2nnc(C)s2)nnc1-c1cccnc1,8.2,11.5,-0.335,0.0,1.1,-0.1,-2.4,-3.8,7.2,1428,-13.7
CC(NC(=O)C(Cc1ccccc1)N1C(=O)C2C3CCC(C3)C2C1=O)c1ccccc1 (stereo not drawn),6.5,4.2,0.198,-0.8,10.7,5.8,39.1,/,/,1710,-2.6

# The order is random; 13% or so of the library scored in one or more.
